# CRFBP-R2 agonist: agonists of human CRF-binding protein/CRF-R2 receptor complex | hit rate 0.46% among 350,000 | activation, % at 13.2 µM | HEK293 CRF-R2/CRF-BP, calcium dye fluorescence (FLIPR); percent of saturating CRF peptide response;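 active = activation of at least 50%, plus an integration ratio under a set limit after plate pattern correction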;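 also: plate controls were neutral control wells without compound for no effect and CRF at EC100 for full effect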
# GalR3 antag: human GalR3 antagonism | inhibition, % at 3 µM | hit rate 0.44% among 360,000 | AID 651719 | HEK293 GalR3-CNG cAMP membrane potential fluorescence; galR3 body fused to GalR1 C-terminus;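 active = inhibition above the screen-wide average plus 3 SD, cut at about 13% in these data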;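 also: forskolin and galanin both at EC90 stimulate the cells; cAMP rise reported by CNG channel membrane potential dye signal; 0% = forskolin plus galanin with DMSO and 100% = forskolin alone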
# Target sequence (O60755 1-299 limits assumed): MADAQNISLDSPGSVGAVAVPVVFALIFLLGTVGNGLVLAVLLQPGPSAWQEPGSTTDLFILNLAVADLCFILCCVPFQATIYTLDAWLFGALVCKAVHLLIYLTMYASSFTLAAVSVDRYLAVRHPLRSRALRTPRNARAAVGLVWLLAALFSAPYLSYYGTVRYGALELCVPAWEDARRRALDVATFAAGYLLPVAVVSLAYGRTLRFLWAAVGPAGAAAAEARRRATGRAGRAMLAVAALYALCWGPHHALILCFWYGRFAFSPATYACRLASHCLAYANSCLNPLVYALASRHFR
# CRFBP-R2 block: antagonists of CRF-binding protein/CRF-R2 receptor complex | HEK293 CRF-R2/CRF-BP, CRF-induced calcium fluorescence | inhibition, % at 11.8 µM | hit rate 0.59% among 350,000;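 active = inhibition of the ligand-induced calcium signal above about 50% at the single tested concentration, limit read from the data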
# Active calls of the source: *. The list is partial; rates above refer to the full screens.
mol	CRFBP-R2 agonist	GalR3 antag	CRFBP-R2 block
C[C@@H]1CN([C@@H](C)CO)C(=O)CCCn2cc(nn2)CO[C@H]1CN(C)S(=O)(=O)c1ccccc1C#N	-1.4	-5	-6
COc1ccc(Cl)cc1C(=O)OCC(=O)NCc1cccs1	-0.8	3	-5
CCOC(=O)C1=C(COC(=O)c2ccc(OC(C)C)cc2)NC(=O)NC1C (centres undefined)	0.1	-2	-13
O=C(COC(=O)Cc1ccsc1)Nc1ccc(F)cc1Cl	-1.7	-3	7
CN1C[C@@H]2[C@@H]3C(=O)N(C)C(=O)[C@@H]3[C@](C)(C1=O)N2C(=O)c1ccc(Cl)cc1	-0.1	5	-6
Cc1cc2c(c(C)c1Cl)C(c1ccc3c(c1)OCO3)CC(=O)O2 (centres undefined)	-2.6	-11	-2
COc1ccccc1-c1noc(CCC(=O)N2CCN(c3cc(C)ccc3C)CC2)n1	-2.2	1	2
COc1ccccc1C=NNC(=O)NN=Cc1ccccc1OC	-4.4	-7	3
O=C(CN1C(=O)NC(Cc2c[nH]c3ccccc23)C1=O)Nc1ccccc1Br (centres undefined)	-0.4	-7	0
Cc1ccc(S(=O)(=O)N2CC(O)C2)cc1	-0.7	-10	5
COc1ccc(-c2csc(NC(=O)C3=COCCO3)n2)c(OC)c1	-1.0	-3	-4
COCCOc1ccc(C(F)(F)F)cc1NC(=O)CN1C(=O)NC2(CCc3ccccc32)C1=O (centres undefined)	2.0	-3	-1
COc1ccc(NC(=O)CN(C)C(=O)COc2ccccc2Cc2ccccc2)cc1	-0.6	-5	0
O=C(Nc1cccc(Cl)c1Cl)C1CCCC1	0.2	-4	4
C[C@@H]1CN([C@@H](C)CO)C(=O)CCCn2nncc2CO[C@H]1CN(C)S(=O)(=O)c1cccc(C#N)c1	-0.1	-5	-13
Cc1cc(Cl)ccc1NC(=O)COC(=O)c1c(C)noc1C	-0.6	-4	3
COc1cccc(-c2sc3ccc(OC)cc3c2C#CC(C)(C)O)c1	2.5	-5	10
CC(=O)OCC1OC(n2c(-c3ccc(Cl)cc3)ccc(C#N)c2=S)C(OC(C)=O)C(OC(C)=O)C1OC(C)=O (centres undefined)	7.2	-6	9
Clc1ccccc1Nc1nc2ccccc2o1	0.0	-9	-2
Cc1ccc([C@H]2C[C@@H](O)[C@H](n3cc(-c4ccc(F)cc4)nn3)CN2C(=O)C2CCCCC2)cc1	0.1	0	-5
O=C(O)CSc1ccn(Cc2ccccc2)c1	17	-5	21
Cc1noc(C)c1COc1ccccc1C(=O)N1CCN(S(=O)(=O)c2ccccc2F)CC1	-1.0	-4	0
O=C(Nc1ccc(S(=O)(=O)N2CCOCC2)cc1)C1CCN(S(=O)(=O)c2ccccc2)CC1	0.1	-3	0
CCN(CC(=O)NCc1cccs1)C(=O)/C=C/c1ccc(Cl)c(Cl)c1	-2.5	-6	20
CC1CC(C)CN(C(=O)c2ccc3ccccc3c2)C1 (centres undefined)	-0.9	-6	6
O=C(Nc1ccc(C(=O)N2CCC(O)(c3ccc(Cl)c(C(F)(F)F)c3)CC2)cc1)c1ccc(Br)o1	2.1	-4	-13
Cc1cccc(Nc2nnc(SCC(=O)c3c(N)n(C4CC4)c(=O)[nH]c3=O)s2)c1	-0.1	-3	-13
Cc1onc(-c2ccccc2)c1-c1nnc(COC(=O)c2ccc(F)cc2)o1	21	-5	15
CSc1ccc(/C=C(\C(=O)O)c2ccc(S(=O)(=O)N3CCCC3)s2)cc1	-0.7	-2	12
Cc1cccc(NC(=O)CN(CC2CCCO2)C(=O)c2oc3ccccc3c2C)c1C (centres undefined)	-1.6	-1	-4
Clc1ccc2c(SCC3CO3)c3ccccc3nc2c1 (centres undefined)	-4.5	-3	-29
CN(CC(=O)Nc1cccc(F)c1)C(=O)c1ccccc1OCCOc1ccccc1	0.4	-3	-6
S=C(NCCc1ccccc1)N/N=C/c1cccs1	3.9	0	-22
COc1ccc(NS(=O)(=O)c2cccc(C(=O)NNC(=O)c3cc(S(N)(=O)=O)ccc3OC)c2)cc1	2.5	-4	2
Cc1cc(NC(=O)CSCC(=O)OCc2nnc(-c3ccc(F)cc3)o2)no1	0.1	-6	-2
CCCN(C(=O)CSc1nc2cc(S(=O)(=O)N(CC)CC)ccc2o1)C1CCS(=O)(=O)C1 (centres undefined)	1.3	-1	-4
COc1ccc(-c2csc(NC(=O)CSCC(=O)Nc3cc(C)on3)n2)c(OC)c1	-5.1	-3	-4
O=C(C[C@H]1C(=O)N(C2CCCCC2)C[C@@H]1c1ccccc1)Nc1ccc(Br)cc1	-1.6	-2	-7
CC1(C2CC2)NC(=O)N(CC(=O)Nc2ccc(OC(F)F)cc2)C1=O (centres undefined)	-1.5	-2	4
CC(=O)NCCc1ccc(C(=O)COC(=O)c2cccs2)cc1	1.5	-6	10
O=C(Nc1ccccc1)C(=O)Nc1ccc2c(c1)N(C(=O)C1CC1)CCC2	-2.2	-5	8
C[C@@]12C(=O)Nc3cc(F)ccc3C(=O)N1[C@H]1c3cc(Br)ccc3OC[C@@H]1[C@@H]2c1ccccc1	2.9	-10	7
O=C(CN1C(=O)NC2(CCCc3ccccc32)C1=O)N1CCN(c2cccc(C(F)(F)F)c2)CC1 (centres undefined)	-0.5	-3	-5
CCOc1ccc(NC(=O)COc2ccc3c(c2)CCC3)cc1OC	-1.7	0	3
CC(=O)Nc1ccc(S(=O)(=O)NC(C)C(=O)OCC(=O)Nc2ccc(F)cc2Cl)cc1 (centres undefined)	-1.3	-8	-2
Cc1ccc(S(=O)(=O)N2[C@@H](c3ccc(F)cc3)C(C(=O)O)=C[C@H]2CC2CCCC2)cc1	5.9	-7	13
O=C(COC(=O)C1CCN(c2ccc(C(F)(F)F)cn2)CC1)NCc1ccccc1	-0.8	-4	8
CC1CC(OC(=O)C2CCN(S(=O)(=O)c3ccc(F)cc3)CC2)C(=O)O1 (centres undefined)	0.4	-3	-1
COC(=O)C1CCN(C(=O)COC(=O)c2cc(S(=O)(=O)N3CCOCC3)ccc2C)CC1	-1.0	2	-10
O=C(NCc1ccc(Cl)cc1)c1cccc(S(=O)(=O)N2CCCC2)c1	-1.0	-3	-2

# Carrying on.
mol	CRFBP-R2 agonist	GalR3 antag	CRFBP-R2 block
CC[C@@]12C(=O)N(c3ccccc3)C(=O)N1[C@H](c1ccc(Br)cc1)[C@@H]1C(=O)N(C(C)(C)C)C(=O)[C@@H]12	3.0	-6	-7
CSc1ccc(/C=C/C(=O)OCC(=O)c2ccc[nH]2)cc1	5.5	-4	-7
C[C@H](CO)N1C[C@H](C)[C@@H](CN(C)C)Oc2c(NS(=O)(=O)c3cccs3)cccc2C1=O	-1.1	-6	-13
CN(N=C(c1ccccc1)c1ccccc1)c1ccccc1	0.1	-3	0
O=S(=O)(CCNCc1ccccc1)NC1CCCCC1	-1.3	-2	4
CS(=O)(=O)c1ccc(Cl)c(NC(=O)COC(=O)CCCN2C(=O)c3cccc4cccc(c34)C2=O)c1	-0.3	-6	7
Nc1ccccc1CCc1ccccc1N	-3.5	-2	19
Cc1ccc(C(=O)NC2CC(C)(C)NC(C)(C)C2)cc1S(=O)(=O)N1CCOCC1	0.4	-4	-6
CCOc1cc(N2CCOCC2)c(OCC)cc1NC(=O)C(C)Oc1ccccc1 (centres undefined)	-4.4	-5	-12
Cc1ccc(S(=O)(=O)N2CCOCC2)cc1C(=O)OCC(=O)N(Cc1ccccc1)C(C)C	-1.3	-5	8
CCCN(CC(=O)Nc1ccccc1C)C(=O)C1CCN(C(=O)Nc2ccccc2)CC1	0.0	-2	0
C=C1CC(Cn2cc(Br)c(=O)[nH]c2=O)(c2ccc(-c3ccccc3)cc2)OC1=O (centres undefined)	6.0	-1	-3
O=C(COC(=O)c1ccc(O)cc1)Nc1ccc(S(=O)(=O)N2CCOCC2)cc1	-0.8	-4	1
CCNC(=O)c1ccc(NC(=O)CC2SC(N3CCCC3)=NC2=O)cc1 (centres undefined)	0.4	3	1
C[C@@H]1CN([C@H](C)CO)C(=O)c2cc(C#CC3CCCCC3)cnc2O[C@H]1CN(C)Cc1cccnc1	0.2	-7	-1
Cc1nc2ccccc2c(=O)n1-c1ccc(NS(=O)(=O)c2ccccc2)cc1	-1.4	-3	9
CC(C)c1ccc(Nc2nc(N3CCOCC3)nc(N3CCOCC3)n2)cc1	-0.6	-8	7
COc1ccc(NC(=O)C2CCN(S(=O)(=O)c3ccc(Cl)c(C(F)(F)F)c3)CC2)cn1	0.0	-2	-6
CC(=O)c1sc(NC(=O)c2cccc(N3C(=O)CCC3=O)c2)nc1-c1ccccc1	0.3	-5	15
CC(C)(C)C(=O)OCc1ccc(C2=CC(=O)CC(C)(C)C2=O)cc1	7.1	-6	4
CC(=O)N/C(=C\c1ccccc1)C(=O)OCC(=O)c1ccccc1	-0.3	-5	5
CCOc1ccc(S(=O)(=O)NCCC(=O)NCC(c2ccc(OC)cc2)N2CCOCC2)cc1 (centres undefined)	-2.1	-3	-11
Cc1nnc(SCC(=O)NCC2CCCO2)n1Cc1ccccc1 (centres undefined)	3.9	-5	-6
O=C(C=Cc1ccco1)c1ccc2ccccc2c1	0.9	-5	17
CN(CC(=O)Nc1ccc(OC(F)(F)F)cc1)C(=O)/C=C/c1cc2c(cc1[N+](=O)[O-])OCO2	0.0	-2	4
COC(=O)C1(Cc2cc(-c3ccc([N+](=O)[O-])cc3)no2)CCN(C(=O)OC(C)(C)C)CC1	-0.6	-5	17
CCOC(=O)c1c(C)[nH]c(C)c1C(=O)COC(=O)c1cccnc1OCC	0.1	-5	3
COc1ccc(C2C3=C(COC3=O)Oc3cc4c(cc32)OCO4)cc1OC (centres undefined)	0.1	-5	-7
CC(C(=O)O)n1cc(C#N)c(=O)[nH]c1=O (centres undefined)	0.1	-3	-4
Brc1cc(Br)c(Oc2cc(Br)c(Br)cc2Br)cc1Br	-1.5	0	6
CCCCN(C(=O)c1ccc(N2C(=O)c3ccccc3C2=O)cc1)c1c(N)n(CC(C)C)c(=O)[nH]c1=O	-1.9	-1	15
COc1ccc(OC)c(CN2CCN(C(=O)c3cccc(S(=O)(=O)Nc4ccc(F)cc4)c3)CC2)c1	-3.3	-3	2
CC(C)(C)OC(=O)C[C@@H]1C/C=C\C[C@H](CC(=O)N(CCO)Cc2ccccc2)C(=O)NCCOC1=O	-1.1	-2	-5
O=C(NCC1COc2ccccc2O1)c1ccc(Cl)c(S(=O)(=O)N2CCOCC2)c1 (centres undefined)	0.0	-3	0
CC(C)NC(=O)N(C)C[C@H]1Oc2ccc(NS(=O)(=O)c3cn(C)cn3)cc2C(=O)N([C@H](C)CO)C[C@@H]1C	-0.9	-1	-6
COc1ccc(C2C=C(C)Nc3ncnn32)cc1 (centres undefined)	-2.0	-7	2
Cc1cc(C(=O)COC(=O)c2ccccc2O)c(C)n1CC1CCCO1 (centres undefined)	-0.7	-8	-1
CN(C(=O)NC1CCCCC1)[C@H]1C[C@H]2c3[nH]c4ccccc4c3CCN2C(=O)[C@H]1CO	19	-4	-2
CCCn1c(N)c(N(CCOC)C(=O)CSCC(=O)Nc2ccc(C)cc2)c(=O)[nH]c1=O	-0.2	-3	5
CCCc1cc(=O)[nH]c(SCC(=O)N2c3ccccc3NC(=O)C2(C)C)n1	0.3	4	-11
N#CCCn1cc(C(=O)CN2C(=O)C(=O)N(C3CCCC3)C2=O)c2ccccc21	-1.4	-2	1
O=P(O)(Cc1ccccc1)c1ccccc1	-0.1	-2	0
COc1ccc(NC(=O)c2cc(-c3ccco3)nc3ccccc23)cc1	1.2	-6	18
COc1ccccc1NS(=O)(=O)c1ccc(C)c(C(=O)NCC(c2cccs2)N2CCOCC2)c1 (centres undefined)	-0.4	-2	15
NS(=O)(=O)c1ccc(NC(=O)NC2CC(=O)N(c3ccc4c(c3)OCCO4)C2)cc1 (centres undefined)	-1.1	-3	1
CCOc1ccc(/C=N/NC(=O)c2ccccc2O)cc1CN1CC2CC(C1)c1cccc(=O)n1C2 (centres undefined)	-1.4	-2	20
O=C(CN1CCN(C(=O)C2CCN(C(=O)/C=C/c3ccccc3)CC2)CC1)Nc1ccccc1Cl	-0.7	-1	7
O=C(Nc1ccc(Nc2ccccc2)cc1)c1ccc(Cl)cc1	-0.3	-1	6
Cc1ccccc1NC(=O)Cc1nc(COC(=O)c2cccnc2Cl)cs1	0.3	-6	-3

# Whole records, quoted from the list. Order of screens: CRFBP-R2 agonist	GalR3 antag	CRFBP-R2 block
# Cc1ccc(C(=O)NC2CC(C)(C)NC(C)(C)C2)cc1S(=O)(=O)N1CCOCC1 in the list: 0.4	-4	-6
# Cc1onc(-c2ccccc2)c1-c1nnc(COC(=O)c2ccc(F)cc2)o1 in the list: 21	-5	15
# CN(CC(=O)Nc1ccc(OC(F)(F)F)cc1)C(=O)/C=C/c1cc2c(cc1[N+](=O)[O-])OCO2 in the list: 0.0	-2	4
# CC(C)(C)C(=O)OCc1ccc(C2=CC(=O)CC(C)(C)C2=O)cc1 in the list: 7.1	-6	4
# O=C(Nc1ccc(C(=O)N2CCC(O)(c3ccc(Cl)c(C(F)(F)F)c3)CC2)cc1)c1ccc(Br)o1 in the list: 2.1	-4	-13
